MEX-5 binding: C. elegans MEX-5 TCR-2 RNA binding activity; Q9XUB2; 300,000 tested, 0.38% active; activity score (negative = inhibition of binding), % at 10 µM; MEX-5/FITC-TCR2 RNA binding, fluorescence polarization; hits give low values; AID 1832;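 active = inhibition past about -25% in most replicates, and total fluorescence under double the plate's negative control median, limit read from the data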;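 note: 0% = DMSO and -100% = 5 µM competing unlabeled TCR2 RNA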
AHR activator: human AHR activation; P35869; AHR-responsive luciferase reporter cells, luminescence; activation, % at 5 µM; 320,000 tested, 2.5% active; in the data active = activation above about 47%;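 note: 0% = vehicle wells and 100% = reference agonist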
Fam108B counter: Fam108B inhibition, counter-screen for RBBP9 inhibitors; recombinant Fam108B, FP-Rh probe fluorescence polarization; AID 1947; inhibition, % at 9.51 µM; 300,000 tested, 0.33% active;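 active = inhibition above the screen mean inhibition plus 3 SD, computed separately per campaign, cut at about 18% in these data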;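 note: inhibitors lower polarization as less probe binds the enzyme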
BCLXL inh: Bcl-xL (human) inhibition. Q07817. GST-Bcl-xL / FITC-Bim BH3 peptide fluorescence polarization. inhibition, % at 10.9 µM. 320,000 tested, 0.7% active;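 active = inhibition above the mean of all tested compounds plus 3 SD, cutoff set per campaign, cut at about 30% in these data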;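 note: 0% = DMSO wells and 100% = unlabeled Bim-BH3 peptide competitor; inhibitors lower millipolarization by displacing the labeled peptide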
Target sequence (Q07817 whole entry, looked up): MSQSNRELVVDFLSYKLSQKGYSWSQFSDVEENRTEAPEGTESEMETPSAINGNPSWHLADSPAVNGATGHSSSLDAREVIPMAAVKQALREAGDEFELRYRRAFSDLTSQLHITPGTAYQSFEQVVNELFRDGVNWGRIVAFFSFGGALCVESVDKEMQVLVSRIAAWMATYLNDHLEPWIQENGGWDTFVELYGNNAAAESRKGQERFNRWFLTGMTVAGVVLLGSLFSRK
PME-1 inh: PME-1 (human) inhibition; inhibition, % at 5.9 µM; recombinant PME-1, FP-Rh probe fluorescence polarization; 320,000 tested, 0.53% active; Q9Y570; AID 2130;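 active = inhibition above the campaign mean of all compounds plus 3 SD, cut at about 26% in these data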;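 note: competitive labeling of PME-1 active site by serine hydrolase directed probe; 0% = PME-1 with DMSO and 100% = wells lacking PME-1 enzyme; inhibitors block probe labeling so polarization falls and inhibition rises; many of its hits are not listed in these tables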
MCL1 BIM primary: disrupts human MCL1 binding to BIM-BH3 peptide. inhibition, % at 10.9 µM. Q07820. 320,000 tested, 0.68% active. GST-MCL1 / FITC-Bim-BH3 fluorescence polarization;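 active = inhibition above the mean inhibition of all tested compounds plus 3 SD, set per campaign, cut at about 40% in these data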;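 note: 0% = DMSO wells and 100% = unlabeled Bim-BH3 peptide control; higher means more loss of mP so more displacement of Bim peptide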
Target sequence (Q07820 whole entry, looked up): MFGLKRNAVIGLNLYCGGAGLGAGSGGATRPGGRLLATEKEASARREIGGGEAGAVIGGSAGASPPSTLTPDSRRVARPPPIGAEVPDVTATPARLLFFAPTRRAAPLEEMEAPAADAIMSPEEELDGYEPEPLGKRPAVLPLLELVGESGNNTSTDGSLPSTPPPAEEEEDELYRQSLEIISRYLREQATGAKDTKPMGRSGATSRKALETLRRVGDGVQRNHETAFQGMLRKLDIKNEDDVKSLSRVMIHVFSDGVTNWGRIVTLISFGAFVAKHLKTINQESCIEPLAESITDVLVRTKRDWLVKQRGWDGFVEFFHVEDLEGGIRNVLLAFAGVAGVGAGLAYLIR
GLD-1 RNA inh: GLD-1-TGE RNA interaction inhibition (C. elegans) | purified GLD-1 + fluorescein TGE RNA, fluorescence polarization | inhibition, % at 5.96 µM | 320,000 tested, 0.44% active | AID 2280;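 active = percent inhibition above a per-plate cutoff, the plate mean of test compounds plus 3 SD, cut at about 30% in these data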;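 note: 0% = DMSO wells with GLD-1 and probe and 100% = wells lacking GLD-1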
PAFAH1B2 inh: inhibitors of human PAFAH1B2; 340,000 tested, 1.2% active; P68402; recombinant PAFAH1B2, FP-rhodamine activity probe, fluorescence polarization; inhibition, % at 3.39 µM;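 active = inhibition above the mean of all tested compounds plus 3 SD, cut at about 24% in these data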;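 note: 0% = enzyme with DMSO and 100% = wells lacking PAFAH1B2; many of its hits are not listed in these tables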
pPAFAH inh: inhibitors of human plasma PAF acetylhydrolase (pPAFAH); Q13093; recombinant pPAFAH, FP-rhodamine probe fluorescence polarization; inhibition, % at 3.39 µM; 330,000 tested, 1.5% active;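 active = inhibition above the mean inhibition across the screen plus 3 SD, cut at about 25% in these data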;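 note: inhibitors block binding of the rhodamine activity-based probe so polarization drops; 0% = enzyme with DMSO and 100% = wells lacking pPAFAH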
Target sequence (Q13093 whole entry, looked up): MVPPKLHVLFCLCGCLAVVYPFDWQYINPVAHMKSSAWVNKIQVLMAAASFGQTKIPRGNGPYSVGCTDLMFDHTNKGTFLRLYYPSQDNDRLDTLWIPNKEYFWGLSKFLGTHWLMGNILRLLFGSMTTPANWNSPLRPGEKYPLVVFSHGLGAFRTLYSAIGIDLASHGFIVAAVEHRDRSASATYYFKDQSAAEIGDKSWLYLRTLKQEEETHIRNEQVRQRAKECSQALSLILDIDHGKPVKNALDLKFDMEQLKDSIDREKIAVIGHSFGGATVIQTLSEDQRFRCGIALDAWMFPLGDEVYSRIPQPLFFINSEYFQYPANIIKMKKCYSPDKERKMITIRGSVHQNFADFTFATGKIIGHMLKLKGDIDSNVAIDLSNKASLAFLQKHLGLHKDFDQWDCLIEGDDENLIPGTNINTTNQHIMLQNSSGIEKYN
The depositor's hits bear a star; . = no result given. These rows are one share of the data; the hit share may differ from the screen's.

SMILES	MEX-5 binding	AHR activator	Fam108B counter	BCLXL inh	PME-1 inh	MCL1 BIM primary	GLD-1 RNA inh	PAFAH1B2 inh	pPAFAH inh
Cc1cccc(-c2nc(C#N)c(N3CCCCCC3)o2)c1	0.7	9	4	2	-1	3	8	6	5
CC(C)(C)C1CCc2onc(C(=O)Nc3cnn(Cc4ccc(F)cc4)c3)c2C1 (configuration not stated)	3.0	-5	0	6	-1	2	8	3	-2
O=C(/C=C/c1ccc(-c2ccccc2[N+](=O)[O-])o1)c1ccc(F)cc1	3.6	17	3	3	-5	3	1	-5	8
CSC1=NCCCN1C(=O)c1c(-c2ccccc2Cl)noc1C	-0.3	0	0	-4	0	-6	-2	-5	-4
CCCNS(=O)(=O)c1ccc(CCC(=O)N2CCN(c3ccc(OC)cc3)CC2)cc1	-0.3	-3	1	0	2	3	-7	1	6
CC(=O)Oc1ccc(C(=O)NCc2ccc3c(c2)OCO3)cc1	-0.3	0	2	5	-8	-6	4	4	-2
COc1cc(OC)c(C(=O)OCC(=O)Nc2c(C)n(C)n(-c3ccccc3)c2=O)cc1OC	.	-1	.	2	2	-1	2	3	-5
CC(=O)Nc1ccc(NS(=O)(=O)c2cn(C)c(=O)n(C)c2=O)cc1	-0.8	2	-2	-1	-1	0	-5	4	0
COc1ccc(/C=C2\S/C(=N/S(=O)(=O)c3cccs3)NC2=O)cc1	.	0	-1	10	-12	10	4	4	5
CC(CC(=O)N1CCN(c2ccccc2)CC1)S(=O)(=O)c1ccc2c(c1)NC(=O)CS2 (configuration not stated)	-0.6	0	0	2	0	-3	5	4	7

Quoted from the listing.
MCL1 BIM primary, CSC1=NCCCN1C(=O)c1c(-c2ccccc2Cl)noc1C stands at -6
PAFAH1B2 inh, CC(C)(C)C1CCc2onc(C(=O)Nc3cnn(Cc4ccc(F)cc4)c3)c2C1 (configuration not stated) stands at 3
pPAFAH inh, COc1cc(OC)c(C(=O)OCC(=O)Nc2c(C)n(C)n(-c3ccccc3)c2=O)cc1OC stands at -5
BCLXL inh, CC(=O)Nc1ccc(NS(=O)(=O)c2cn(C)c(=O)n(C)c2=O)cc1 stands at -1
PME-1 inh, CC(=O)Oc1ccc(C(=O)NCc2ccc3c(c2)OCO3)cc1 stands at -8

3 compounds already listed, arranged by length of the SMILES, smallest number first:
SMILES	MEX-5 binding	AHR activator	Fam108B counter	BCLXL inh	PME-1 inh	MCL1 BIM primary	GLD-1 RNA inh	PAFAH1B2 inh	pPAFAH inh
CSC1=NCCCN1C(=O)c1c(-c2ccccc2Cl)noc1C	-0.3	0	0	-4	0	-6	-2	-5	-4
O=C(/C=C/c1ccc(-c2ccccc2[N+](=O)[O-])o1)c1ccc(F)cc1	3.6	17	3	3	-5	3	1	-5	8
CC(CC(=O)N1CCN(c2ccccc2)CC1)S(=O)(=O)c1ccc2c(c1)NC(=O)CS2 (configuration not stated)	-0.6	0	0	2	0	-3	5	4	7

(next part)
SMILES	MEX-5 binding	AHR activator	Fam108B counter	BCLXL inh	PME-1 inh	MCL1 BIM primary	GLD-1 RNA inh	PAFAH1B2 inh	pPAFAH inh
O=C(Nc1ncnc2c1CCC2)C12CC3CC(CC(C3)C1)C2	2.9	1	6	6	-5	5	2	8	0
Cc1ccc(C2=N/C(=C\c3ccc(F)cc3)C(=O)N2)cc1	.	25	.	-2	-4	-1	5	-2	-6
COc1ccc(N2CC(NC(=O)NC(C)(C)C)CC2=O)cc1 (configuration not stated)	-3.1	1	1	3	-5	0	0	4	4
CN(C)/C(=N\S(=O)(=O)c1ccccc1)c1ccccc1	1.6	-2	-1	3	-1	7	-5	11	-1
COc1ccc(-c2cc(C(=O)NCC(C)C)no2)cc1	-0.4	-5	-4	2	-5	5	6	3	0
O=C(Cc1ccccc1[N+](=O)[O-])Nc1ccccc1C(=O)N1CCOCC1	3.4	-2	-2	4	-1	-7	-4	2	5
CCOc1cccc(NC(=O)/C(C#N)=C\c2cn(CC(=O)O)c3ccccc23)c1	-0.5	19	-4	8	-8	11	-2	3	5
Cc1ccc(CNC(=O)C(=O)NCC2OCCN2S(=O)(=O)c2ccc(Br)cc2)cc1 (configuration not stated)	4.9	0	-2	-4	3	-2	-3	16	4
CC(C)C(c1nnnn1CC1CCCO1)N1CCN(Cc2ccc3c(c2)OCO3)CC1 (configuration not stated)	-3.1	6	-3	3	-8	11	2	-4	-8
Cc1csc(N(C(=O)Cc2ccccc2F)c2ccccc2)n1	0.1	1	1	-1	-1	-6	-1	0	4
COc1ccc(OCc2n[nH]c(=S)o2)cc1	0.2	2	-2	-27	-1	-23	6	4	-3
COC(=O)CSc1nnc(C2COc3ccccc3O2)n1-c1ccccc1 (configuration not stated)	-4.3	1	-3	-7	-10	5	-4	7	9
Cc1ccc(C(=O)C2=C(O)C(=O)N(Cc3cccnc3)C2c2ccc(N(C)C)cc2)o1 (configuration not stated)	-2.4	-2	3	4	-4	-5	-3	-4	9
CC1(C)Cc2c(cnn2-c2ccc(F)cc2)C(NC(=O)C(C)(C)O)C1 (configuration not stated)	2.7	0	1	-1	-6	0	4	-1	1
COc1ccc(C(C(=O)NCC2CCCO2)N(C(=O)Cn2nnc3ccccc32)c2ccc(NC(C)=O)cc2)c(OC)c1 (configuration not stated)	-1.9	-2	-3	-2	-1	-3	2	4	0
Cc1cccc(N(CC(O)CON=C2c3ccccc3-c3ccccc32)S(C)(=O)=O)c1 (configuration not stated)	-0.7	16	-5	4	-3	4	14	1	-4
Cc1ccc(CONS(=O)(=O)c2cc(C)ccc2C)cc1	.	1	.	2	2	1	4	18	9
CCOC(=O)c1c(C)nc2c(C#N)cnn2c1C	1.3	-6	-3	0	-9	3	7	1	6
COc1cc(C2C(C(C)=O)=C(O)C(=O)N2c2ccc(C)cc2)ccc1O (configuration not stated)	-1.3	0	4	2	-4	-7	1	1	2
COc1cc2c(cc1OC)C(c1ccccc1Br)NC(=O)C2 (configuration not stated)	-0.6	4	6	-5	9	-1	-2	0	-2
CCN(CC(=O)NCc1cccs1)CC(=O)Nc1cccc(S(N)(=O)=O)c1	.	-1	.	3	5	-3	1	5	0
O=C(C[n+]1cn(C(F)F)c2ccccc21)c1ccc(OC(F)F)cc1	2.7	22	0	1	6	6	-10	2	2
Cc1cc(C)nc(N2CCC(CNC(=O)CCc3ccccc3)CC2)n1	1.1	5	2	0	1	-4	4	4	4
CCN1C(=O)CC(NCc2ccc3c(c2)OCO3)C1=O (configuration not stated)	-0.8	-2	2	3	-2	3	0	-2	3
CCCCC(=O)OCC(=O)Nc1ccc(C)c(F)c1	-0.3	-1	3	-3	-3	3	7	2	7
CCCc1ncc(CN2CCCC(C(=O)Nc3ccc(-c4cccc(OC)c4)cc3)C2)cn1 (configuration not stated)	3.5	1	-3	1	-4	-1	7	5	6
CCC(C(=O)NC1CCCCC1)N(C(=O)c1snc(C(N)=O)c1N)c1ccc(OC)cc1OC (configuration not stated)	-1.7	0	-3	5	-4	-3	-2	-3	-4
O=C(CSc1cn(CCNC(=O)c2cccs2)c2ccccc12)NC1CCCC1	4.6	1	-2	10	0	5	-4	7	-3
CC(=O)c1cccc(NC(=O)C(Sc2ncnc3ccccc23)c2ccccc2)c1 (configuration not stated)	5.3	22	-9	2	-11	-5	-3	1	2
C[N+]1(CCOS(=O)C23CC4CC(CC(C4)C2)C3)CCOCC1 (configuration not stated)	0.0	2	-2	-10	-5	-17	0	3	-7
CN(C)/C=C/C(=O)c1ccc(S(=O)(=O)c2ccccc2)cc1	-5.7	1	-3	4	-5	-4	1	16	0
CCOC(=O)CNC(=O)Cc1ccc(OC)cc1	-0.1	-2	0	6	-7	6	2	2	-5
CCC(C)[C@H](NC(=O)NCc1ccc(OC)c(OC)c1)C(=O)O (some centres not stated)	-1.6	1	1	-1	-7	-6	4	2	-4
CC(=O)c1ccc(Nc2cnn(C34CC5CC(CC(CC(=O)O)(C5)C3)C4)c(=O)c2Cl)cc1	0.4	12	1	1	8	1	-1	2	3
CCOc1ccccc1C(=O)Nc1ccccc1O	1.2	25	0	9	-2	10	5	3	-2
Cc1ccc(C)c(S(=O)(=O)N2CCC(c3nc4c(nnn4Cc4ccc(F)cc4)c(=O)[nH]3)CC2)c1	.	-2	-3	3	8	4	3	6	4
O=C(COC(=O)/C=C/c1cccc(F)c1)NC1CCCCCC1	.	0	.	.	.	.	11	6	10
Cc1ccc(NC(=O)/C(Cl)=C/c2ccccc2)cc1C	0.8	0	-1	3	-10	9	10	1	-8
O=C(NCc1cccc(OC(F)(F)F)c1)c1cccc2c1C(=O)c1ccc(-c3ccc(F)cc3OCc3ccccc3)cc1S2(=O)=O	.	1	.	.	.	.	1	-9	15
Cc1nc2ccccc2c(=O)n1NC(=O)c1ccc([N+](=O)[O-])cc1	-1.6	2	2	5	-5	1	1	1	-1
CCNC(=O)N(CCOC)CC1CCCN(C2Cc3ccccc3C2)C1 (configuration not stated)	-0.5	3	2	6	5	1	1	-1	1
CC1CC(C)CN(S(=O)(=O)c2ccc(Oc3ccc([N+](=O)[O-])cc3)cc2)C1 (configuration not stated)	-0.4	-1	6	9	-2	7	-4	0	-1
CC(=O)c1ccc(N2CCN(C(=S)Nc3cc(C)ccc3C)CC2)cc1	-2.4	-2	2	2	-1	7	3	3	1
COc1cc(CN2CCCC(C(=O)c3ccc(C(C)(C)C)cc3)C2)cc(OC)c1O (configuration not stated)	2.5	4	5	6	-3	7	1	-3	8
CCOC(=O)C1=C(C)N=c2s/c(=C\c3ccc(OCC(=O)O)c(OC)c3)c(=O)n2C1c1ccc(OC)cc1 (configuration not stated)	6.4	2	-8	-7	3	2	-5	-4	0
COCCN(C(=O)CCc1ccc(OC)cc1)c1nnc(-c2ccncc2)s1	-2.7	4	4	5	6	5	-3	-1	3
COc1ccc(C(=O)N2CCCC(c3nc(-c4ccc(C)o4)no3)C2)cc1OC (configuration not stated)	0.5	-1	0	2	5	1	3	2	2
O=C(Nc1ccccc1)c1cc(S(=O)(=O)N2CCOCC2)cs1	-2.0	2	3	2	5	6	-7	-1	1
CCc1ccc(NC(=S)Nc2ccc3cn[nH]c3c2)cc1	-1.4	12	0	13	9	22	3	3	10
COc1ccccc1C(=O)NC(CCSC)C(=O)N1CCC(Cc2ccccc2)CC1 (configuration not stated)	-0.3	2	0	-3	1	1	6	3	4
The list continues:
SMILES	MEX-5 binding	AHR activator	Fam108B counter	BCLXL inh	PME-1 inh	MCL1 BIM primary	GLD-1 RNA inh	PAFAH1B2 inh	pPAFAH inh
COc1ccc(C(c2nnnn2C2CCCC2)N2CCC(C)CC2)cc1 (configuration not stated)	1.5	7	5	4	-3	-2	-5	4	3
O=C(O)CCC(=O)N1CCN(S(=O)(=O)c2ccc3ccccc3c2)CC1	-0.6	0	2	5	-2	5	-3	5	1
O=C(CNC(=S)N(CCCN1CCOCC1)Cc1cccs1)NC1CCCCCCC1	-2.0	0	5	5	-3	8	2	7	14
CC1CCC2(CC1)NC(=O)N(CC(=O)Nc1ccc3c(c1)OCCO3)C2=O (configuration not stated)	3.0	2	-1	3	3	-2	2	3	4
Cc1nc(N)ncc1C(=O)Nc1ccccc1	-1.1	3	-3	2	-7	-8	-6	7	1
CCCCn1c(N)c(N(CC(C)C)C(=O)c2cc(S(=O)(=O)N3CCCCC3)ccc2C)c(=O)[nH]c1=O	-1.3	-1	0	-5	0	-3	6	4	-4
CC(=O)c1cnc2c(-c3cccc(Br)c3)cnn2c1C	2.6	16	-6	4	4	4	1	4	3
Cc1ccc(C(=O)N2CCN(c3cc4c(cc3[N+](=O)[O-])n(C)c(=O)n4C)CC2)cc1	-2.1	-3	2	3	9	4	8	5	-5

Screening data from PubChem.
